Screens (PubChem)
EPAC1 ag – EPAC1 (human) agonism | Potency, µM (series often up to 154 µM), for inactives: top-dose activation, usual class: activators | 360,000 compounds, 0.073% hits | EPAC1 agonist qHTS, biochemical assay; response scale: 100% = response to 6.5 mM cAMP | O95398 | AID 720707; note: nearly all actives have a fitted effect of over 60% in size
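EPAC1 100 nM, Rap1B–BODIPY-GDP 250 nM, unlabeled GDP 50 uM; compound titration; 5 min RT; kinetic read ex480/em540 at 5-min intervals ×30 min; data normalized to 6.5 mM cAMP agonist control.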
PTHR1 agonist – activates the human parathyroid hormone receptor PTHR1. Q03431. HEK293 GP2 PTHR1 cells, GloSensor cAMP luminescence, 1 h. Potency, µM (series often up to 115 µM), inactives show at the highest dose activation, actives largely listed as activators. 410,000 compounds, 0.075% hits; note: nearly all actives have a fitted effect of over 55% in size; some results filed as inactive show a strong effect at the top dose; inactives centre near -15; many of its hits are not listed in these tables
Target sequence (Q03431 whole entry, looked up): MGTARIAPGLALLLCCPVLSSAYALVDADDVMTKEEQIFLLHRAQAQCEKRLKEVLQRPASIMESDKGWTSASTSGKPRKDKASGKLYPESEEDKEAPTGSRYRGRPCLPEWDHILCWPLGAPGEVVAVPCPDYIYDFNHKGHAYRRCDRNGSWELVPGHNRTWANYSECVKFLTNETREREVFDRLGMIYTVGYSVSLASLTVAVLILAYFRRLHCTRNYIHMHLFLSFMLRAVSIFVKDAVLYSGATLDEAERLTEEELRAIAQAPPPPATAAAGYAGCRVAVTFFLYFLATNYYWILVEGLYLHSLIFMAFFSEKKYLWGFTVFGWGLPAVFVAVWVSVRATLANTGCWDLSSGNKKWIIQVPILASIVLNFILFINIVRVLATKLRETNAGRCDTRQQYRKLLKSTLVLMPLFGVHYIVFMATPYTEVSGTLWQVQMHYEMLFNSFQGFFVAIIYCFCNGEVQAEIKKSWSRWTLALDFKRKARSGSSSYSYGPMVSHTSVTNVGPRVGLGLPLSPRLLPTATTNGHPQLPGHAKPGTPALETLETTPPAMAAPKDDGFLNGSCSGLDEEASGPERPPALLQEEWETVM
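HEK-293-derived GP2 cells expressing PTHR1 and a GloSensor cAMP reporter, 3,000/well, plated overnight, given luciferin plus IBMX (each 0.5 mM as added) for 1 h at 37 °C, then compound for 1 h at 37 °C. Luminescence was read after 15 min at room temperature.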
EPAC2 antag – antagonists of human EPAC2 | 360,000 compounds, 0.18% hits | EPAC2 GEF exchange of Rap1B-BODIPY-GDP, fluorescence | Potency, µM (top dose mostly 114 µM), for the others: at the highest dose activity, negative = inhibition, usual class: inhibitors; note: % is set by controls: 0 for no effect and ±100 for the full control effect; nearly all actives have a fitted effect of over 45% in size; many of its hits are not listed in these tables
TDP43 rescue – inhibitors of TDP-43 toxicity in yeast | AID 652104 | 410,000 compounds, 1.8% hits | TDP-43 expressing yeast growth rescue, BacTiter-Glo, 24 h | Potency, µM (doses to about 46.1 µM), for the others: at the top dose growth rescue (activation), most hits filed as activators; note: % of control where 0% means no effect; nearly all actives have a fitted effect of over 50% in size
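In this qHTS, compounds that restore growth of yeast expressing TDP-43 appear as activators. Cells (OD600=0.02, galactose medium, raffinose-pregrown) are incubated with compound 24 hr at 30 deg C and growth is quantified by BacTiter-Glo.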
EPAC1 antag – blocks human EPAC1 exchange factor. O95398. EPAC1 GEF assay, Rap1b-BODIPY-GDP exchange fluorescence. Potency, µM (highest dose often 115 µM), inactives show at the top dose activity change, negative = inhibition, actives largely listed as inhibitors. 360,000 compounds, 0.14% hits. AID 720709;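 note: plate controls were vehicle for no effect and positive control for full effect; nearly all actives have a fitted effect of over 50% in size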
EPAC2 agonist – EPAC2 (human) agonism; Q8WZA2; EPAC2 activation, biochemical qHTS; response scale: 100% = 6.5 mM cAMP response; Potency, µM (titrated, usually from 154 µM), without a hit: at the top dose activation, hits mostly activators; 360,000 compounds, 0.079% hits; note: nearly all actives have a fitted effect of over 50% in size
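Each well held 100 nM EPAC2, 250 nM RAP1B-BODIPY-GDP and 50 uM GDP. Fluorescence, read at 5-min intervals to 30 min, was referenced to a 6.5 mM cAMP positive control.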
aSyn yeast inh – inhibitors of alpha-synuclein toxicity in yeast; Yeast expressing alpha-synuclein, growth rescue, BacTiter-Glo, 24 h; Potency, µM (titrated, usually from 46.1 µM), inactives show at the highest dose growth rescue (activation), actives largely listed as activators; 370,000 compounds, 0.14% hits; AID 652106; note: % of control where 0% means no effect; nearly all actives have a fitted effect of over 65% in size
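Galactose-induced alpha-syn yeast (OD600=0.02, raffinose-pregrown) + pinned cpd, 24 hr, 30 deg C; growth by BacTiter-Glo luminescence. Growth restoration scores as activation.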
FUS yeast rescue – suppressors of FUS proteinopathy in yeast; AID 1347120; 390,000 compounds, 0.24% hits; Potency, µM (series often up to 76.6 µM), inactives show at the top dose growth rescue (activation), usual class: activators; S. cerevisiae FUS-expressing, growth rescue, OD600, 24 h;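 note: plate controls were DMSO vehicle for no effect and reference control for full effect; nearly all actives have a fitted effect of over 55% in size; some results filed as inactive show a strong effect at the top dose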
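Restored growth of FUS-toxic S. cerevisiae, read as 600 nm absorbance after 24 h at 30C in galactose medium (starting OD 0.005). Controls CP55940 and DMSO.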
* marks the source's active call; other numbers are inactive results; i = inactive; ? = inconclusive; . = not tested or not shown; [ ] = another dose, or the depositor's remark. Calls come from the whole dose curve; as a rule, active = well fitted curve in the direction sought with a large enough effect; inconclusive = small, poorly fitted or top-dose-only effect, or another doubt; inactive = no such curve, though single readings can be large; an effect the other way counts as inactive or inconclusive. Potency is the fitted concentration of half-maximal effect. Some of the compounds tested; rates above refer to the full screens.

entry	mol	EPAC1 ag	PTHR1 agonist	EPAC2 antag	TDP43 rescue	EPAC1 antag	EPAC2 agonist	aSyn yeast inh	FUS yeast rescue
1	COc1ccc(CC(=O)NNS(=O)(=O)c2cccc([N+](=O)[O-])c2)cc1OC	8%	i	-2%	7%	6%	-5%	6%	-13%
2	CCN(CC)S(=O)(=O)c1ccc(C(=O)NNC(=O)C2CCN(S(=O)(=O)c3ccc(Cl)cc3)CC2)cc1	-9%	-14%	1%	21%	?	16%	1%	.
3	COc1ccc(CC(N)c2csc(Nc3ncccn3)n2)cc1 (centres undefined)	4%	i	5%	10%	4%	0%	5%	-10%
4	O=C(Cc1cccs1)N=Nc1c(O)[nH]c2ccc(Br)cc12	13%	-1%	-9%	-21%	-19%	2%	0%	30%
5	Cc1cc(NC(=O)CCN2CCC(C(N)=O)CC2)ccc1Br	2%	i	-3%	7%	-1%	7%	1%	24%
6	Cc1nc2cc(-n3ccc(=O)cc3)ccc2n1-c1ccccc1	-3%	-8%[57.5 µM]	8%	-15%	10%	-2%	-2%	-6%
7	CCOC(=O)C(C)Sc1nc(=O)n2ccccc2n1 (centres undefined)	-4%	-16%	12%	-10%	-20%	15%	5%	16%
8	CCOc1cc(C(=O)Nc2cc(C)ccn2)cc(OCC)c1OCC	-1%	i	-4%	15%	2%	-2%	-20%	21%
9	CCn1ccnc1CNCc1ccc(OCC(O)CN(C)Cc2ccccc2)cc1 (centres undefined)	8%	i	11%	7%	7%	10%	8%	-1%
10	COc1ccc(NC(=O)CSc2nnc(Cc3cccn3C)n2-c2ccc(F)cc2)cc1	-8%	0%	6%	1%	-4%	5%	-1%	27%
11	O=C(CCSc1ccccc1)NC1CCCCCC1	-7%	-30%[inhibitor]	2%	1%[9.22 µM]	-14%	0%	3%	2%
12	Cc1cc(=O)n(Cc2ccccc2)c(O)c1C#N	7%	-1%	2%	22%	-22%	10%	-8%	14%
13	O=C(NCc1ccccc1Cl)C1CCN(S(=O)(=O)N2CCCCCC2)CC1	10%	-16%[57.5 µM]	-2%	4%	5%	4%	8%	16%
14	COc1cc(C=O)ccc1OCCOCCOc1ccc(Cl)cc1Cl	0%	-6%	-14%	?	-6%	12%	6%	.
15	Cc1nnc2ccc(N3CCN(C(=O)c4ccccc4)CC3)nn12	4%	i	-1%	11%	2%	3%	-5%	-5%

3 compounds already listed, sorted by the number in EPAC2 agonist, lowest first.
entry	Compound	PTHR1 agonist	EPAC2 antag	EPAC1 antag	EPAC2 agonist
1	COc1ccc(CC(=O)NNS(=O)(=O)c2cccc([N+](=O)[O-])c2)cc1OC	i	-2%	6%	-5%
8	CCOc1cc(C(=O)Nc2cc(C)ccn2)cc(OCC)c1OCC	i	-4%	2%	-2%
14	COc1cc(C=O)ccc1OCCOCCOc1ccc(Cl)cc1Cl	-6%	-14%	-6%	12%

Other records follow:
entry	mol	EPAC1 ag	PTHR1 agonist	EPAC2 antag	TDP43 rescue	EPAC1 antag	EPAC2 agonist	aSyn yeast inh	FUS yeast rescue
16	CCc1ccc(-c2nnn(Cc3nc4ccccc4s3)n2)cc1	18%	-9%[57.5 µM]	-1%	?	5%	13%	13%	?
17	CC(C)(C)C1N=C(c2ccc3ccccc3c2)OC1=O (centres undefined)	1%	i	2%	8%	-8%	6%	-1%	-20%
18	C/C(=N\S(=O)(=O)c1ccc(C)cc1)NC(=S)Nc1ccc(C)cc1	-4%	-22%	0%	24%	-12%	1%	4%	20%
19	COc1cc2ccccc2cc1C(=O)N1CCOCC1	-65%[inhibitor]	i	-5%	19%	-18%	-3%	-7%	3%
20	O=C(CC1OC(=O)c2ccccc21)Nc1cc(S(=O)(=O)N2CCOCC2)ccc1OCC(F)(F)F (centres undefined)	3%	-23%	-6%	9%	8%	-4%	1%	-4%
21	COc1ccc(Cl)cc1NC(=O)CN1CCN(S(=O)(=O)c2ccc(F)cc2)CC1	1%	-17%	19%	6%	-14%	10%	1%	-7%
22	CCCc1cc(=O)oc2c(C)c3occ(C)c3cc12	-2%	-17%	-17%	-11%	-4%	-6%	7%	22%
23	Cc1nnc(NC(=O)CCSc2ccccc2)s1	8%	-38%[inhibitor]	1%	-13%	-2%	10%	-1%	-3%
24	COc1ccc(CN2CCn3ncc(C(=O)Nc4ccc(Cl)cc4Cl)c3C2=O)cc1	3%	0%	-8%	-4%	-19%	-1%	4%	-17%
25	COc1ccc(C(=O)COC(=O)CNC(=O)c2ccc(OC)cc2)cc1	2%	i	-2%	25%	-5%	3%	1%	9%
26	COc1cccc(N2CCN(c3nc(C)c(C)c(=O)[nH]3)CC2)c1	-6%	i	7%	22%	-22%	-9%	3%	0%
27	COC(=O)c1nc[nH]c1[N+](=O)[O-]	4%	i	0%	-6%	1%	3%	-2%	0%
28	Cn1cccc1-c1nc2ccc([N+](=O)[O-])cc2[nH]1	-9%	-61%[inhibitor]	-14%	?	?	9%	4%	15%
29	COc1ccc(Cn2cc(CN3CC(N4CCN(CCN(C)C)CC4)CS3(=O)=O)nn2)cc1 (centres undefined)	13%	i	6%	8%	3%	3%	-1%	3%
30	COc1ccc(C(C(=O)NC2CCCCC2)n2c(=O)c(-c3cc4ccccc4[nH]3)nc3ccccc32)cc1 (centres undefined)	0%	i	-5%	0%	4%	-2%	5%	22%
31	N#CC1=C(N)Oc2cc(N)ccc2C1c1ccccc1 (centres undefined)	-3%	-22%	-10%	.	-6%	-1%	-9%	45%
32	O=C(CNC(=O)c1cccc(F)c1)N/N=C/c1cc(Br)ccc1OC(=O)/C=C/c1ccco1	10%	i	-4%	28%	-6%	17%	1%	35%
33	CCOC(=O)C1CCN(CC(C)(C)NS(=O)(=O)c2ccc(C)cc2)CC1	-4%	5%	-8%	-14%	-27%	7%	9%	22%
34	CC(C)(C)Nc1nc(Nc2ccc([N+](=O)[O-])cc2)nc(NC(C)(C)C)n1	5%	-4%	-12%	15%	4%	-3%	-13%	20%
35	CCCOc1ccc(N2CC(C(=O)NC(C)C)CC2=O)cc1 (centres undefined)	8%	i	8%	-1%	1%	7%	1%	12%
36	O=C(CCC(=O)N1CCN(c2cccc(Cl)c2)CC1)N1CCN(c2ccccc2)CC1	17%	-49%[inhibitor]	-6%	?	8%	10%	1%	27%
37	CCCn1c(=O)c(Br)cn(-c2ccccc2C)c1=O	8%	i	-11%	17%	13%	6%	3%	4%
38	Cn1c(CSc2nc3ccccc3s2)n[nH]c1=S	-1%	0%[57.5 µM]	14%	?	1%	3%	-12%	-1%
39	C=CCN(CC=C)c1ccc(N2C(=O)C3CCCCC3C2=O)cc1[N+](=O)[O-] (centres undefined)	20%	-21%	-20%	5%	-5%	18%	12%	21%
40	CN(Cc1ccc(Cl)c(Cl)c1)C(=O)CN1C(=O)NC2(CCCC2)C1=O	8%	i	2%	-15%	10%	-5%	-3%	15%
41	CN(CC(=O)Nc1cccc(S(=O)(=O)N2CCCC2)c1)CC(=O)Nc1ccc(F)c(F)c1F	4%	-46%[inhibitor]	-16%	8%	?	7%	-5%	.
42	Cc1cc(C)c2nc(N(Cc3cccnc3)C(=O)CCS(=O)(=O)c3ccccc3)sc2c1	.	i	.	0%	.	.	1%	-5%
43	CCCc1nnc(SCC(=O)O)n1/N=C/c1ccc2c(c1)OCO2	-1%	-2%[57.5 µM]	9%	-26%	3%	5%	1%	-5%
44	C=CCn1c(=O)c(C(=O)Nc2cc(C)ccn2)c(O)c2ccccc21	0%	i	6%	3%	6%	-3%	-5%	-16%
45	Cc1cc(OC(C)C(=O)NC2CC(C)(C)NC(C)(C)C2)c2c(C)c(C)c(=O)oc2c1 (centres undefined)	14%	i	-7%	5%	-12%	7%	21%	-15%

Just aSyn yeast inh, for two of the compounds above:
entry | mol | aSyn yeast inh
41 | CN(CC(=O)Nc1cccc(S(=O)(=O)N2CCCC2)c1)CC(=O)Nc1ccc(F)c(F)c1F | -5%
39 | C=CCN(CC=C)c1ccc(N2C(=O)C3CCCCC3C2=O)cc1[N+](=O)[O-] (centres undefined) | 12%

Carrying on.
entry	mol	EPAC1 ag	PTHR1 agonist	EPAC2 antag	TDP43 rescue	EPAC1 antag	EPAC2 agonist	aSyn yeast inh	FUS yeast rescue
46	CCCCCCCCN1C(=O)[C@H](CC(=O)NCc2ccccc2)C[C@@]2(C(=O)OCC)CCCC=C12	-20%	-47%[inhibitor]	-27%	4%	-15%	-7%	24%	36%
47	O=C(NC1CCCCC1)C(c1ccnc2ccccc12)n1c(=O)c(-c2cc3ccccc3[nH]2)nc2ccccc21 (centres undefined)	-3%	i	-3%	-1%	10%	1%	25%	39%
48	O=C(COc1ccccc1)c1cn(CC(=O)N2CCOCC2)c2ccccc12	-3%	i	9%	-5%	4%	4%	-15%	-2%
49	CC1=C(C(=O)O)N2C(=O)C(NC(=O)c3nn(C)cc3[N+](=O)[O-])C2SC1 (centres undefined)	-1%	-14%	5%	0%	10%	20%	1%	35%
50	CC(=O)c1ccc(-c2cccc(-c3nc4ccccn4c3NC3CCCCC3)c2)cc1	2%	-13%	-13%	?	-19%	8%	-28%	?
51	C[C@H](CO)N1C[C@H](C)[C@@H](CN(C)S(=O)(=O)c2ccccc2)Oc2ccc(NC(=O)NC3CCCCC3)cc2C1=O	-12%	-5%	5%	2%	-1%	-2%	7%	?
52	COc1cc(-c2cc(=O)c3c(O)c(OC)c(OC)cc3o2)cc(OC)c1O	-5%	-47%[inhibitor]	-5%	-5%	-22%	-6%	0%	7%
53	O=C(O)/C(=C\c1ccc(-c2ccc(F)cc2)o1)c1ccccc1	7%	i	-27%	?	?	-2%	9%	15%
54	O=c1cc(-c2ccccc2)nc2nc(SCc3ccccc3)[nH]n12	5%	-19%	-3%	-10%	-7%	-2%	-10%	32%
55	Cc1cccc(C)c1N(Cc1ccccc1F)S(C)(=O)=O	7%	-25%	-13%	-4%	-5%	12%	6%	18%
56	COc1ccc(C2CC(=O)c3cnc(NC(=O)c4cccc(OC)c4)nc3C2)cc1 (centres undefined)	-2%	-2%[57.5 µM]	1%	?	1%	0%	1%	37%
57	COc1cc2c(cc1OC)CN(S(=O)(=O)c1cccc(F)c1)CC2	5%	5%	3%	-13%	1%	-1%	-4%	29%
58	CCOc1ccc(NC(C(=O)Nc2cccc(C(C)=O)c2)c2ccccc2)cc1 (centres undefined)	8%	i	-3%	26%	-12%	7%	-7%	.
59	Cc1cccc(NC2(C(=O)O)CCCC2)c1	-4%	i	14%	-9%	-14%	12%	10%	16%
60	CNc1ccc(S(=O)(=O)NCC(=O)OC(C)C(=O)N(C)Cc2ccccc2)cc1[N+](=O)[O-] (centres undefined)	-8%	-12%	-3%	0%	-26%	0%	0%	-13%
61	CC(C)Cn1c(N)c(C(=O)COC(=O)c2cccc(F)c2)c(=O)n(C)c1=O	8%	-14%	-10%	16%	-20%	1%	1%	-9%
